BCR signal inh = blocks chronic active B-cell receptor signaling; ABC-DLBCL IkBa-CBG/CBR reporter, luminescence ratio, 4 h; 0.05% of 340,000 active; AID 493014; Potency, µM (highest dose often 46.1 µM), for inactives: at the highest dose ratio change, negative = lower green/red ratio, actives largely listed as inhibitors; active = well fitted inhibition curve with a large enough effect in the signal ratio, with a control signal flat, not every such curve was filed as active; inconclusive = small, poorly fitted or top-dose-only effect, or effect the other way, or a change in a side signal; the % refers to the signal ratio;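 also: potency is read from the fitted curve at half-maximal effect; plate controls were basal doxycycline-induced cells for no effect and cells given 10 µM MG132 for full effect; MG132 reads +100%, hits lower the ratio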
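TMD8 ABC-DLBCL cells carrying doxycycline-inducible green luciferase fused to IkappaBalpha plus unfused red luciferase were exposed to compounds (up to 46 uM) for 4 hrs at 37C. Activity came from the overlap-corrected green/red luminescence ratio.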
Tb PFK block = T. brucei PFK enzyme inhibition. T. brucei PFK, ADP-Glo luminescence. Potency, µM (series often up to 57.5 µM), without a hit: at the top dose activity, negative = inhibition, actives largely listed as inhibitors. 0.17% of 330,000 active;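 also: potency is read from the fitted curve at half-maximal effect; 0% = uninhibited 1x PFK enzyme wells and -100% = no-enzyme wells; nearly all actives have a fitted effect of over 60% in size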
Target sequence (O15648 whole entry, looked up): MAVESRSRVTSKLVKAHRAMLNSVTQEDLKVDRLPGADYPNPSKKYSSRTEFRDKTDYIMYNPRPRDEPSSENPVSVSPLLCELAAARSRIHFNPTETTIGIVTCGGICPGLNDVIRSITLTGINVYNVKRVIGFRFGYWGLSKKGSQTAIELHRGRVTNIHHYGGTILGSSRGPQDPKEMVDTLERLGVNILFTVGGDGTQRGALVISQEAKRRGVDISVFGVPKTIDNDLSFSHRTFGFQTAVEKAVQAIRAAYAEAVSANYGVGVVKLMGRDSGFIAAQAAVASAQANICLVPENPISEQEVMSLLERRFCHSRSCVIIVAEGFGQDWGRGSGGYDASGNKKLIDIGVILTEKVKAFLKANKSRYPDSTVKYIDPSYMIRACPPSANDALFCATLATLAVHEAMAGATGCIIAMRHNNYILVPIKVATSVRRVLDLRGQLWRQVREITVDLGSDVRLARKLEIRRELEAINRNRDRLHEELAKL
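1.25 nM PFK with 0.5 mM F6P and 0.1 mM ATP in 0.1 M TEA pH 8.0, 5 mM MgCl2, incubated 45 min at room temperature; ADP measured by ADP-Glo luminescence; compounds titrated up to 57 uM.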
CXXC DNA block = blocks binding of human MLL CXXC domain to DNA. Q03164. MLL-CXXC / FITC-HOXA9 DNA fluorescence polarization. Potency, µM (highest dose often 115 µM), for the others: at the top dose activity change, negative = inhibition, actives largely listed as inhibitors. 0.037% of 290,000 active. AID 2662; active = well fitted inhibition curve with a large enough effect in the polarisation, with a control signal flat, not every such curve was filed as active; inconclusive = small, poorly fitted or top-dose-only effect, or effect the other way, or a change in a side signal; inactive = no such curve, though single readings can be large or run the other way; the % refers to the polarisation; also: potency is read from the fitted curve at half-maximal effect
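Fluorescence polarization: 7 uM MLL-CXXC (stock) preincubated 5 min with compounds, then 50 nM fluorescein-HOX-A9 DNA (stock) added; 30 min ambient. Buffer 50 mM Tris-HCl pH 7.5, 50 mM NaCl, 1 mM DTT, 0.05% BSA.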
Giardia killer = kills Giardia lamblia; AID 540267; activity change, % at 7.66 µM, hits read low; 0.15% of 340,000 active; Giardia lamblia trophozoite viability; in the data active = activity change below about -80%; inconclusive = between about -30% and that limit;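 also: parasites exposed to compound for two days anaerobically before the ATP read; % is scaled to controls: 0 for no effect and ±100 for the full control effect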
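Anaerobic 48 hrs incubation at 37 deg C of 100 trophozoites/well with test compounds; ATPLite 1-Step luminescence, 15-30 min RT, reports cellular ATP as viability.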
Coupling enz = counter-screen for Giardia aldolase inhibitors: coupling enzyme system; coupling enzyme system counterscreen, AmpLite Red fluorescence; activity change, negative = inhibition, % at 58.2 µM, hits read low; 0.67% of 290,000 active; AID 2472; in the data active = activity change below about -30%; also: % is scaled to controls: 0 for no effect and ±100 for the full control effect
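Coupling enzymes only (glyceraldehyde-3-phosphate) + compound, at 57.5 uM final, 10 min RT; add substrate/coupling/AmpLite Red mix, 20 min RT; fluorescence ex 525/em 598 nm. Actives flag coupling-system interference.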
TSHR antag = antagonists of human thyroid stimulating hormone receptor; TSHR-expressing cells, TSH-stimulated cAMP HTRF, 2 h; stronger effect = lower value; activity change, negative = inhibition, % at 11.5 µM; 0.2% of 330,000 active; AID 504810;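 active = activity change below a set negative limit, meaning inhibition stronger than a set level, cut at about -70% in these data; inconclusive = activity change between two set negative limits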; also: % is scaled to controls: 0 for no effect and ±100 for the full control effect
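Cell-based HTRF cAMP assay; TSHR cells + compound, TSH EC80 (4nM final), 2 h, 37 deg C. Lysis with anti-cAMP cryptate and cAMP-d2, 30 min RT, read 665/620 nm.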
GALK inhibitor = galactokinase (human) inhibition. P51570. Purified GALK, Kinase-Glo residual ATP luminescence. Potency, µM (doses to about 57.5 µM), for the others: top-dose activity change, negative = inhibition, most hits filed as inhibitors. 0.007% of 270,000 active. AID 1868; also: potency is read from the fitted curve at half-maximal effect; % is scaled to controls: 0 for no effect and ±100 for the full control effect
Target sequence (P51570 whole entry, looked up): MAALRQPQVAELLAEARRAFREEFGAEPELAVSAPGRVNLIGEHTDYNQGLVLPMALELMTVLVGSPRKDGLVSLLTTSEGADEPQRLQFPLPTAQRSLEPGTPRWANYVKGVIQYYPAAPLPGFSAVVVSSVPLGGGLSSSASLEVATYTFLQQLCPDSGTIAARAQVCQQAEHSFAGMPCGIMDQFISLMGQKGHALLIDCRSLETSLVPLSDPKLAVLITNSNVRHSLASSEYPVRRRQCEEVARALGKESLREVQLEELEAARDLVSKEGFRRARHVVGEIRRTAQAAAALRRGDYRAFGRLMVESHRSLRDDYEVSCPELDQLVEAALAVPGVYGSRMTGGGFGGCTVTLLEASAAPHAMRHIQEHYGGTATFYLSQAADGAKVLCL
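GALK at 5 nM final was combined with compound, 35 uM ATP and 100 uM galactose in HEPES pH8.0 with MgCl2 and DTT. The reaction ran one hour at room temperature before luminescent ATP detection.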
TCR act = T cell receptor activation; primary human leukocytes, anti-CD3, IL-2 HTRF, 48 h; Potency, µM (titrated, usually from 9.22 µM), without a hit: top-dose activation of IL-2 secretion, actives largely listed as activators; 330,000 tested, under 10 active; AID 504894; also: % of control where 0% means no effect
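Primary human leukocytes incubated 48 hr with anti-CD3 beads plus compound, without co-stimulation. Secreted IL-2 measured by HTRF (europium cryptate/d2 anti-IL-2 pair, 320 nm excitation, 665 nm emission).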
AT treatment = potential ataxia-telangiectasia treatments restoring KAP-1 phosphorylation; […] A-T fibroblasts, KAP-1 phosphorylation AlphaLISA; neocarzinostatin DNA damage 30 min before lysis; Potency, µM (doses to about 57.5 µM), inactives show at the highest dose activation, hits mostly activators; 0.19% of 320,000 active; AID 485349; also: potency is read from the fitted curve at half-maximal effect; % of control where 0% means no effect; nearly all actives have a fitted effect of over 45% in size
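ATM-like activity read as KAP-1 phosphorylation via AlphaLISA donor/acceptor antibody pairs after lysis and 6 hr at 25C. Cells were ATM-null patient fibroblasts ([…], hTERT), dosed 60 min, then exposed to the DSB inducer NCS for 30 min.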
KCNH2 WT inh = KCNH2 (human, wildtype) channel inhibition | Q12809 | U2OS, BacMam KCNH2, thallium flux FluxOr; stronger effect = lower value | activity change, % at 1.84 µM | 0.37% of 340,000 active;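 active = maximum activity change below -70%; inconclusive = maximum activity change between -70% and -50%; inactive = maximum activity change above -50%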; also: % is scaled to controls: 0 for no effect and ±100 for the full control effect
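U2OS cells transduced with wild-type KCNH2 virus are loaded with FluxOr dye for 45 min, and thallium flux is measured in kinetic reads before and after stimulation buffer. Rate constants are normalized to DMSO controls.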
Starred values were filed as active, the others as inactive; ? = inconclusive; . = no result given; [ ] = remark or other dose. Unless noted, calls follow the shape of the dose curve; as a rule, active = well fitted curve in the direction sought with a large enough effect; inconclusive = small, poorly fitted or top-dose-only effect, or another doubt; inactive = no such curve, though single readings can be large; an effect the other way counts as inactive or inconclusive.

mol	BCR signal inh	Tb PFK block	CXXC DNA block	Giardia killer	Coupling enz	TSHR antag	GALK inhibitor	TCR act	AT treatment	KCNH2 WT inh
CCOC(=O)C1=C(COC(=O)c2nc(Cl)ccc2Cl)NC(=O)NC1C (stereo not given)	-4.5%	-6.9%	.	-11.7	.	6.6	.	-11.4%	4.0%	2.6
Cc1[nH]c(C)c(S(=O)(=O)N2CCc3ccccc32)c1C(=O)N1CCCCC1	1.4%	-1.3%	-7.8%	32.9[activator]	0.3	-2.7	0.6%	-3.3%	7.0%	1.4
CC(=O)N1CCCN(C(=O)c2ccc3nc(Cc4cccc(Cl)c4)oc3c2)CC1	4.9%	?	?	9.1	-1.1	4.5	-3.3%	-5.7%	10.2%	4.6
COc1cc(S(=O)(=O)n2nc(C)cc2C)ccc1Cl	-1.4%	0.3%	-1.6%	13.3	-1.6	-19.3	-3.0%	-2.0%	0.8%	-0.1
CC(=O)Nc1ccc2nc(-c3ccccc3)cn2c1	?	3.6%	7.0%	?	-5.3	-7.1	2.6%	7.2%[46.1 µM]	3.6%	-7.9
CCN(CC)CCN(C(=O)CCOc1ccccc1)c1nc2ccc(F)cc2s1	11.5%	-12.0%	8.4%	-4.4	1.1	2.2	0.7%	14.3%	3.4%	1.1
CC(=O)Nc1ccc(S(=O)(=O)N2CCC(C(=O)NCCc3ccc(Cl)cc3)CC2)cc1	-3.1%	-6.8%	2.8%	3.7	0.4	-10.3	0.8%	-1.4%	1.5%	3.9
Cc1cc(NS(=O)(=O)c2ccc(NC(=O)c3ccccc3C)cc2)no1	-0.6%	0.4%	15.1%	-0.5	-0.9	-5.0	0.4%	0.1%	-0.1%	-12.7
COc1ccc(-c2nnn(CC(=O)Nc3ccc4c(c3)OCCO4)n2)cc1OC	3.0%	-1.3%	.	?	.	0.0	.	-2.5%	2.1%	9.3
Cc1ccc(NC2=NCC(=O)N2Cc2ccccc2)c(C)c1	?	-3.5%	-0.3%	-23.0	0.4	6.7	1.7%	2.1%[46.1 µM]	-2.0%	5.8
CCN(CC)C(=O)CN(C#N)c1nc(NC(C)C)nc(NC(C)C)n1	-17.7%	-1.5%	1.2%	-7.5	0.3	-2.6	0.1%	3.3%	2.4%	-2.8
Cc1cc(-c2csc(NC(=O)c3cc4ccccc4o3)n2)c(C)n1C	?	-3.8%	-10.2%	13.4	1.4	-8.0	2.2%	6.6%	1.5%	-6.2
O=C(NCCN1CCN(C(=O)c2c(F)cccc2F)CC1)C(=O)Nc1ccc(Cl)cc1	?	0.6%	4.5%	4.5	-0.2	-10.3	-2.2%	1.3%	-1.8%	21.0
Cc1ccc(-n2c(C)cc(/C=N/NC(=O)CN(c3ccc(C)cc3C)S(C)(=O)=O)c2C)cc1	-2.4%	2.6%	-1.3%	10.7	-1.0	0.5	0.0%	-2.8%	-0.9%	-0.9
CN(CC(=O)Nc1cccc2ccccc12)C(=O)/C=C/c1cccs1	?	1.6%	-4.3%	12.1	0.5	-2.6	-0.3%	0.3%[46.1 µM]	-8.1%	15.9
O=C(c1ccc2nc[nH]c2c1)N1CCN(S(=O)(=O)c2cccc(F)c2)CC1	-2.0%	-6.2%	.	-4.9	.	4.0	.	.	6.0%	29.1
Cn1cccc1CNC(=S)Nc1ccccc1Cl	-0.2%	2.4%	2.0%	-13.2	0.5	8.1	0.2%	2.8%	-1.5%	0.1
CCN(CC(=O)Nc1c(F)cccc1F)C(=O)c1cc(C)nc2ccccc12	-3.9%	-6.0%	.	2.0	.	-2.4	.	0.3%	9.1%	-71.8*
CCCNC(=O)c1ccccc1NS(=O)(=O)c1ccc(OC)c(OC)c1	-12.4%	?	3.1%	-5.8	-2.9	7.2	0.2%	-0.1%[46.1 µM]	1.5%	-1.2
O=C(Nc1ccc(C(=O)Oc2ccccc2)c(O)c1)c1ccco1	?	-4.4%	0.1%	-1.9	0.9	-34.3	-0.4%	.	.	-1.1
COc1ccc(C(=O)N(Cc2nc(-c3ccc(C)cc3)no2)C(C)C)cc1OC	?	2.7%	-6.0%	43.0[activator]	1.1	-1.1	4.2%	0.6%	10.8%	9.7
COCCn1c(SCC(=O)Nc2ccc(S(=O)(=O)N3CCOCC3)cc2)nc2ccccc21	?	3.3%	1.8%	-10.3	-2.0	-8.6	7.5%	2.5%	4.2%	1.0
CCc1c(C)c2ccc(O)c(CN3CCCC3)c2oc1=O	-0.5%	1.6%	-1.0%	-11.6	1.3	1.9	2.1%	-4.4%	6.9%	0.8
COc1ccc(SC[C@H](Cc2ccccc2)N2CC[C@@H](NC(=O)OCc3ccccc3)CCC2=O)cc1	?	9.7%	.	-24.1	.	-8.9	.	-0.2%	7.0%	4.1
CC(C)[C@H](NC(=O)c1ccccc1Cl)C(=O)OCC(=O)N1CCCCC1	1.8%	4.5%	.	4.9	.	-14.5	.	1.9%	9.4%	-1.2
Cc1cc(C)c(NC(=O)CSCc2c(C)noc2C)c(C)c1	0.1%	-6.7%	.	-7.6	.	10.7	.	6.1%	7.2%	-5.2
O=C(O)CCc1ccc(-c2cccs2)n1NC(=O)c1ccc(O)cc1	?	10.1%	10.0%	-5.8	5.1	5.9	-1.6%	3.6%	-0.6%	-3.4
Cc1nc(=S)n(-c2ccccc2)[nH]1	4.2%	-2.8%	-2.0%	-7.2	1.8	-1.1	2.3%	-1.6%	4.7%	-3.4
O=C(CN1C(=O)CSc2ccccc21)NC1CCCC1	2.5%	4.8%	-3.9%	23.8	3.0	10.5	0.4%	-1.7%	-5.0%	3.3
Cc1ccccc1Nc1nc(-c2sc(NC(=O)c3cccc(Cl)c3)nc2C)cs1	?	5.2%	27.1%	.	-1.1	4.7	0.1%	.	-8.4%	.
CCOC(=O)C1=C(CNCc2ccc(C)cc2)NC(=O)NC1c1ccc(OC)cc1 (stereo not given)	5.9%	-2.4%	-3.3%	8.7	-0.4	-8.3	-2.5%	-4.6%	1.4%	-6.1
O=[N+]([O-])c1cc(CN2CCCC2)c2cccnc2c1O	2.3%	12.4%	-5.6%	10.4	-35.1*	-19.8	0.6%	2.4%[46.1 µM]	4.8%	-7.3
COCCCn1c(C(=O)NCCN2CCOCC2)cc2c(=O)n3ccccc3nc21	?	12.3%	10.3%	-0.2	.	-18.3	-8.5%	-17.0%	14.5%	1.9
Fc1ccccc1N1CCN(C(c2ccncc2)c2nnnn2C2CCCC2)CC1 (stereo not given)	-0.2%	-4.8%	1.1%	7.7	-0.5	-14.5	0.3%	0.7%	7.1%	6.3
Cc1ccc(SCC(=O)O/N=C(\N)c2cccc([N+](=O)[O-])c2)cc1	14.6%	-0.3%	-4.2%	2.0	3.8	-10.6	-2.1%	-3.8%	-3.7%	3.3
CCN(CC)CCNC(=O)c1cc(Nc2ccc(OC)c(OC)c2)nc2ccccc12	-0.3%	2.7%	-2.7%	6.2	0.4	-7.1	0.8%	4.6%	-12.2%	12.3
COc1ccc(Cl)c(N2CCN(CCCNC(=O)Nc3ccc(C)cc3)CC2)c1	0.6%	-7.0%	14.9%	7.4	0.7	-1.8	-1.7%	-0.5%	-2.2%	-7.4
COc1ccc(NC(=O)c2ccc(S(=O)(=O)N3CCOCC3)o2)cc1	10.8%	0.6%	-4.1%	3.9	-2.5	-9.2	.	-6.0%	2.0%	-2.4
NNS(=O)(=O)c1ccc(Cc2ncc(C(F)(F)F)cc2Cl)s1	?	2.1%	10.2%	-6.1	3.0	8.4	-0.9%	-8.4%	3.7%	2.9
C=CCNc1nc(C(=O)OCC(=O)Nc2c(Cl)cccc2C(F)(F)F)cs1	-18.9%	0.0%	.	-4.2	.	.	.	0.0%	7.1%	5.3
COc1ccccc1OC(C)C(=O)O (stereo not given)	-0.9%	-4.2%	?	22.2	0.3	5.7	-1.2%	4.2%	-4.4%	-2.9
Cc1ccc(SC(C)c2nc(-c3ccncc3)no2)cc1 (stereo not given)	?	0.1%	4.3%	8.2	1.8	-6.0	-6.1%	0.9%	1.9%	-3.4
CC(=O)N1c2ccc(S(=O)(=O)N3CCCC(C(=O)Nc4cccc(Cl)c4)C3)cc2CC1C (stereo not given)	0.3%	-2.5%	15.3%	3.5	0.9	-14.5	7.7%	0.3%	-2.5%	-3.4

Look-ups from the entries so far.
`CC(=O)N1c2ccc(S(=O)(=O)N3CCCC(C(=O)Nc4cccc(Cl)c4)C3)cc2CC1C` (stereo not given) in Giardia killer shows 3.5
`Cc1ccc(SCC(=O)O/N=C(\N)c2cccc([N+](=O)[O-])c2)cc1` in Tb PFK block shows -0.3%
